Screens from PubChem.
hiPSC survival: enhancers of single-cell hiPSC survival, primary screen, ATPlite luminescence; actives 0.044% (n = 360,000); AID 602274, 2012; survival enhancement, % at 20 µM; 100% = ROCK inhibitor wells, 0% = DMSO; in the data active = survival enhancement above about 18%;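 note: cells exposed to compounds for 16 hours before the ATP read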
Peg3 prom inh: Peg3 promoter-driven luciferase inhibitors, primary screen, cell-based, HeLa, luciferase luminescence; HeLa PEG-Prom luciferase reporter, overnight; inhibition, % at 20 µM; actives 1.7% (n = 360,000); AID 588405, 2011;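 active = inhibition of at least 50% at 20 µM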
C8 TRAIL sens: viability loss with TRAIL in NB7+C8 cells, primary screen, TRAIL sensitizer project, cell-based, ATPlite luminescence. inhibition (viability loss, TRAIL sensitization), % at 10 µM. actives 1% (n = 360,000). AID 624354, 2012;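 active = compounds causing at least 50% loss of cell viability in the single-dose screen, relative to plate controls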
Shn3 inh set2: reduction of Shn3 3'UTR firefly luciferase signal, primary screen, Schnurri-3 inhibitor project, cell-based, Clone20 osteoblasts, set 2. Clone20 osteoblast Shn3 3'UTR firefly luciferase, 24 h. inhibition, % at 12.5 µM. actives 0.52% (n = 360,000). AID 588674, 2011;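 active = mean inhibition of at least 75% with every replicate also reaching 75%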;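 note: 0% = median of neutral control wells and 100% = pilot-screen positive control compound; some compounds past the cut are filed as inactive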
HIF-2a block: HIF-2a reporter inhibitors, primary screen, luminescence, 786-0 RCC cells | 786-0 RCC cells HIF-2a reporter, luciferase luminescence, overnight | inhibition, % at 18.8 µM | actives 0.72% (n = 360,000);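 active = inhibition of the luminescence signal of 40% or more relative to plate controls, in a single-dose primary screen at 18.75 µM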
TRPM1 prom inh: inhibitors of MITF-dependent TRPM1 promoter reporter, primary screen, cell-based, SK-MEL-5, single point, luciferase; SK-MEL-5 TRPM1 promoter luciferase, 24 h; inhibition, % at 12.5 µM; actives 0.83% (n = 330,000); AID 488899, 2010;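 active = mean inhibition across replicates of 60% or more, whatever share of single replicates reaches that level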; note: values of inactives mirror those of a sister screen read the other way
NR2E3 ag-1: NR2E3 agonists in two-hybrid cells, primary screen, cell-based, luminescence, CHO-S, Gal4-NCOR/VP16-NR2E3 | Photoreceptor-specific nuclear receptor (Homo sapiens), Q9Y5X4 | luciferase | inhibition of corepressor binding, % at 3.98 µM | actives 0.35% (n = 360,000) | AID 602229, 2012;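 active = inhibition above the mean of all tested compounds plus 3 SD, cut at about 70% in these data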;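 note: 0% = DMSO with NR2E3 transfected cells and 100% = cells lacking NR2E3 construct; higher means lower luciferase signal from less NR2E3 corepressor binding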
Target sequence (Q9Y5X4 whole entry, looked up, the tested form may be a part): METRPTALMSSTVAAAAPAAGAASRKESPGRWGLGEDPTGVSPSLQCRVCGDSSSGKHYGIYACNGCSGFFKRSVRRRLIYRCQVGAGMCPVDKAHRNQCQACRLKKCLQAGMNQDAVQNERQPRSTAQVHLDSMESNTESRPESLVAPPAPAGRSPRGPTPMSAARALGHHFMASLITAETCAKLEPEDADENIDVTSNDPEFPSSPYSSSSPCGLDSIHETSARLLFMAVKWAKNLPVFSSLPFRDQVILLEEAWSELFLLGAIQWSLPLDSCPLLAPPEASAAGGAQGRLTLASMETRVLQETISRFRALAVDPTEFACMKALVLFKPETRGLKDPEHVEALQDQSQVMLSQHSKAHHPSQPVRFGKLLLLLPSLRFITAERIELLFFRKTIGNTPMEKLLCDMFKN
CF NFkB inh: inhibitors of PAF-induced NF-kB signaling, primary screen, cell-based, GFP fluorescence, uHTS. KKLEB NF-kB-GFP reporter, GFP fluorescence overnight. inhibition, % at 5 µM. actives 0.86% (n = 360,000);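 active = at least 50% inhibition at 5 µM, scaled per plate between neutral and stimulator controls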;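 note: PAF is a Pseudomonas aeruginosa culture filtrate used as stimulus; plate controls were PAF-stimulated DMSO wells for no effect and unstimulated DMSO wells for full effect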
KKLEB tox: cytotoxicity in KKLEB CF airway cells, primary screen, cytotoxicity control for CF NF-kB inhibitor project, cell-based, uHTS, fluorescence assay plates. KKLEB CF airway cells viability, ATPlite luminescence, overnight; stronger effect = lower value; cells stimulated with P. aeruginosa culture filtrate. activity change (cytotoxicity), % at 5 µM. actives 0.36% (n = 360,000). AID 602141, 2011;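 active = corrected activity change at or below -50% at 5 µM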
EBV LMP1 NFkB: EBV LMP1-driven NF-kappaB luciferase reporter inhibitors, primary screen, cell-based, luminescence, single point; LMP1-induced NF-kappaB luciferase reporter cells; inhibition, % at 12.5 µM; actives 0.69% (n = 350,000); in the data active = inhibition above about 41%;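 note: 0% = neutral control wells and 100% = reference inhibitor control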
NR2E3 ag-2: inhibitors of NR2E3-RetCOR corepressor binding, primary screen, NR2E3 agonist project, biochemical, TR-FRET, GST-NR2E3, biotin-RetCOR | Photoreceptor-specific nuclear receptor (Homo sapiens), Q9Y5X4 | 1536-well | inhibition of corepressor binding, % at 4.78 µM | actives 0.12% (n = 320,000) | AID 2300, 2010;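 active = percent inhibition above the cutoff of mean plus 3 SD of all tested compounds, set per screening campaign, cut at about 20% in these data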;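 note: 0% = DMSO wells and 100% = biotin wells as full block of FRET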
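Material: NR2E3–RetCOR corepressor complex / Amount: 1.35 nM GST-NR2E3 / Medium: Tris pH 7.5 / Compound: single nominal compound dose of 4.8 µM / Incubation: 5 h at 4 °C / Technique: TR-FRET, Eu(K)-anti-GST donor, streptavidin-D2 acceptor, ex 340, em 617/671 nm / Read-out basis: percent loss of FRET ratio relative to control wells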
The depositor's hits bear a star; . = no result given. These rows are one share of the data; rates above refer to the full screens.

Each structure is followed by: hiPSC survival, Peg3 prom inh, C8 TRAIL sens, Shn3 inh set2, HIF-2a block, TRPM1 prom inh, NR2E3 ag-1, CF NFkB inh, KKLEB tox, EBV LMP1 NFkB, NR2E3 ag-2
> CCOC(=O)c1sc(NC(=O)CSc2nc3cccnc3n2C)nc1C
→ -0.2, 11, -4, 30, 0, 1, -18, 12, -8, -2, 2
> CCCCNC(=O)C1(C)CCN1C(=O)c1ccc(OC)c(F)c1 (configuration not stated)
→ -1.5, 6, -9, -1, -6, ., 4, 4, -1, ., .
> CN(c1ccc(C(=O)N2CCN(Cc3ccc4c(c3)OCO4)CC2)cc1)S(C)(=O)=O
→ -2.5, 20, -6, 0, 18, -4, 10, 6, 0, 8, 1
> CC1CC(C)(C)n2c(O)c(N=NC(N)=S)c3cccc1c32 (configuration not stated)
→ -0.2, 29, 9, -4, 2, -16, 6, 0, 2, 13, 4
> Cc1ccc(S(=O)(=O)NCC(=O)OCC(=O)N(Cc2ccccc2)C(C)(C)C)cc1
→ 2.0, -7, 1, 9, 20, -2, 7, 1, -9, 4, 6
> COc1ccc2c(c1OC)C(=O)OC2Nc1nc2ccccc2s1 (configuration not stated)
→ -0.3, -12, -19, -14, -24, -1, -11, 13, -3, 1, -3
> Cc1ccc([N+](=O)[O-])c(NC(=O)COC(=O)C2CC3CCCC(C2)C3=O)c1C (configuration not stated)
→ 0.7, -6, -10, 14, 18, 1, -5, 7, -6, 7, -2
> C/C(Cn1cnc([N+](=O)[O-])n1)=N\NC(=O)c1ccccc1O
→ -1.2, 4, -11, -15, 0, -4, -22, 2, 6, -2, 2
> CC(=O)Nc1nc(NC(=O)/C=C/c2ccccc2)n(-c2ccccc2)n1
→ -2.2, 20, 15, 37, 5, 14, -1, -3, 11, 13, 1
> Cc1cc(C)nc(/N=C(\N)Nc2ccc(S(=O)(=O)O)cc2)n1
→ 0.7, 4, -10, -10, 2, -4, -7, -36, 12, 1, .
> O=[N+]([O-])c1ccc(NC(=S)N2CCc3ccccc32)cc1
→ -0.5, -65, -4, 40, -202, 5, -40, 27, -4, 3, .
> COc1ccc2c(OC)cc(=O)n(C)c2c1
→ 3.4, -19, 9, 5, 2, 0, 20, -29, 13, -2, -1
> COc1ccc(CCNC(=O)COC(=O)/C=C/c2ccc(OC)cc2OC)cc1
→ -0.5, -5, -20, 3, -2, 0, 4, 13, -5, 3, .
> Cc1ccc(-c2nnc(-c3cccc(NC(=O)c4cccs4)c3)o2)cc1
→ -0.9, -211, 13, -26, -159, -24, -122, -9, 4, -6, 1
> CC(C)(C)c1cc(C(=O)O)nn1-c1ccccc1
→ 0.4, 4, -7, -5, 10, 8, -14, 9, 5, -3, 1
> Cc1ccc(OCCC(=O)OCC(=O)N2CCN(S(=O)(=O)c3ccc(C)cc3)CC2)cc1
→ -0.5, -3, 10, 4, 14, 9, 2, -2, -8, 6, 1
> O=C(C#Cc1ccccc1)c1ccccc1
→ -4.8, 100*, 93*, 99*, 6, ., -25, 99*, -28, -3, .
> COc1ccc(C(=O)N/N=C(\C)CC(=O)Nc2ccc3c(c2)OCCO3)c(OC)c1
→ 1.2, -8, -6, -8, -33, 2, -41, -20, 4, 5, 3
> COc1ccc(-n2c3c(c(=O)[nH]c2=O)C(C(F)(F)F)(C(F)(F)F)N=C(CC(C)C)N3)cc1
→ -2.1, 9, -18, 7, 10, 3, -10, -9, 13, -2, 4
> COc1ccc(/C=C2/SC(=O)N(CCC(=O)Nc3ccccc3C(=O)O)C2=S)cc1
→ -0.1, -10, -1, 20, 57*, -7, -24, -2, 26, -4, -1
> Cc1ccc(C(=O)N2CCN(S(=O)(=O)N3CCCCCC3)CC2)cc1
→ 1.4, 0, -12, 1, 4, -2, -20, -2, -1, 2, 6
> CCC(C(=O)NC1CCCC1)N(C(=O)Cn1nnc(-c2ccc(C)o2)n1)c1cccc(O)c1 (configuration not stated)
→ -0.3, 20, -5, -1, 8, 7, 4, -13, 8, -11, -1
> CC1CCCN(S(=O)(=O)c2ccc(C(=O)Nc3ccccc3-c3nc4ccccc4[nH]3)cc2)C1 (configuration not stated)
→ 7.0, 4, 11, 2, 7, 1, 15, 68*, -55*, 13, 3
> COc1ccc(N2CCN(c3ccc(C(N)=O)cc3[N+](=O)[O-])CC2)cc1
→ -0.4, 4, -1, 6, 18, 5, -5, 4, -5, -4, 1
> Cc1c(C(=O)Nc2c3c(nn2C(C)(C)C)CS(=O)(=O)C3)cccc1[N+](=O)[O-]
→ -0.5, -1, 1, -12, 9, 6, -17, -1, 4, 4, 1
> Cc1ccc(C(=O)Cn2cccn2)cc1
→ 3.4, -13, -6, -26, -32, -12, -34, -3, 2, -3, 0
> O=C(c1cnn2c1NC(c1ccc(Br)cc1)CC2C(F)(F)F)N1CCN(C23CC4CC(CC(C4)C2)C3)CC1 (configuration not stated)
→ -1.6, 20, 0, 8, 5, 0, -2, -6, 7, -5, -4
> CC(=O)c1[nH]c(C)c(C(C)=O)c1C
→ -1.3, -6, 1, 20, 22, -2, 7, -12, -7, -4, -1
> C=CCN1C=C2C(=O)C(C)(OC(=O)CCc3ccccc3)C(=O)C=C2C=C1c1ccc(C#N)cc1 (configuration not stated)
→ -0.1, 17, -7, 10, 23, 2, -32, -16, -6, 2, 3
> O=C(CCCN1C(=O)/C(=C/c2ccccc2Cl)SC1=S)N1CCOCC1
→ 0.3, 28, 5, -37, 49*, 0, 3, 3, 2, -15, 2
> COCCNC(=O)C1(C)CCN(Cc2csc(-c3ccc(Cl)cc3)n2)C1 (configuration not stated)
→ -1.4, -22, 0, -5, -34, ., -15, 4, 4, ., .
> CN(C)S(=O)(=O)c1ccc(NC(=O)C2CCCN(C(=O)c3ccc(Cl)cc3)C2)cc1 (configuration not stated)
→ 0.4, 19, 5, -13, 6, -7, 5, 2, 3, -3, -4
> COc1ccc(NC(=O)CCNC(=O)Cn2ccc3ccccc3c2=O)cc1OC
→ 0.0, 12, 6, 14, 15, -1, -17, 7, -12, -1, 3
> Cc1ccccc1C(=O)Nc1ccc2c(c1)OCO2
→ -4.0, -110, 41, -61, -107, -32, -105, 5, -11, 4, 2
> CCc1noc(C)c1C(=O)N(CC)CC(=O)NCc1ccc(F)cc1
→ 4.2, -4, 5, -7, 4, ., -1, -18, 8, -1, .
> COc1ccc(-c2cc(C3CCN(c4ncccc4[N+](=O)[O-])CC3)[nH]n2)cc1
→ -4.6, -42, 2, 11, -93, -20, -12, 18, 8, -4, 5
> CC(C)CCNC(=O)C1CCN(S(=O)(=O)c2ccc3c(c2)CC(C)N3C(=O)C2CCC2)CC1 (configuration not stated)
→ 0.5, 1, 15, 13, 14, 4, 3, -3, 14, -6, 2
> COc1cc(OC)cc(C(=O)NC(C(=O)Nc2ccc3c(c2)OCCO3)C(C)C)c1 (configuration not stated)
→ -0.3, -102, -14, -13, -26, -17, 0, 42, -20, -1, 2
> O=C(/C=C/c1cccc([N+](=O)[O-])c1)N1CCN(c2ccccn2)CC1
→ -0.1, 14, -15, -7, 10, 14, -3, 10, -20, -5, -1
> O=C(c1ccccn1)N1CCCC(N2CCN(c3ccc(F)cc3)CC2)C1 (configuration not stated)
→ -0.1, -22, -18, -23, -10, 17, -20, 20, -4, 1, 0
> Cc1ccc2ncccc2c1NS(=O)(=O)c1ccccc1
→ 1.0, 8, 3, 3, 11, 5, -6, -1, -16, -15, -1
> Nc1c(N(CCC2=CCCCC2)C(=O)c2ccco2)c(=O)[nH]c(=O)n1Cc1ccccc1
→ 0.7, 2, -3, -2, 16, 10, -8, 20, -7, -1, -1
> CCc1nc(SCC(=O)O)c(C#N)cc1C
→ 4.9, -3, -6, -1, 14, -6, -14, 0, 0, 8, 0
> Cc1cccc(NC(=O)CSc2nc(=O)n3ccccc3n2)c1C
→ -0.7, -7, -14, 5, 12, -4, -1, 9, -4, -2, -2
> NC(c1csc(Nc2cc(NCc3ccco3)ncn2)n1)c1ccccc1Cl (configuration not stated)
→ -0.3, 13, 17, 27, 28, ., 3, 39, -24, ., .
> CC(OC(=O)/C=C/c1ccccc1Cl)C(=O)NC1CCCCC1C (configuration not stated)
→ -0.1, 13, -5, -9, 5, 11, 11, 8, -17, 3, 6
> CCc1ccc(NC(=S)N2CCC(NC(=O)c3ccccc3OC)CC2)cc1
→ -0.6, 5, 3, 34, -14, 8, 31, 7, 5, -3, 3
> CCOC(=O)C1(C)CCN1C(=O)c1cccc(OC)c1 (configuration not stated)
→ -1.0, -11, -6, -14, 11, ., 7, -11, 4, ., .
> CCCSc1nnc(CSc2nc(C)cc(C)n2)n1C
→ 1.4, -4, -11, 9, 18, -3, -4, 10, -8, 5, -2
> CCOC(=O)C(CSCC(=O)c1ccc(Cl)cc1Cl)NC(=O)OC(C)(C)C (configuration not stated)
→ -3.6, 6, 0, -10, 13, 0, 2, 13, 4, -6, 1
> CC(O)(c1cccc(F)c1)c1nc(-c2ccc(Cl)cc2)cs1 (configuration not stated)
→ 2.9, -5, -4, 22, 8, ., -5, -11, 6, ., .
> COc1cc(S(=O)(=O)NCc2cccnc2)c(OC)cc1Br
→ 0.2, 13, -10, 5, 13, -3, 17, 19, -10, -4, 0
> CC(=O)Nc1cccc(C(=O)NC(C)c2ccc(-n3ccnc3)cc2)c1 (configuration not stated)
→ 0.0, -5, 26, 0, 13, 6, -17, 13, -3, 0, 2
> CC(C)[C@H](NC(=O)NCc1ccc(F)cc1)C(=O)O
→ 0.4, 18, 2, 18, 13, 5, 4, -7, -13, -2, 1
> Cc1ccccc1/C=N/Nc1nc2ccccc2[nH]1
→ 2.7, -234, 1, -60, -263, -36, -47, -23, 6, -16, 4
> O=C(N/N=C\c1cccnc1)c1ccc(Br)s1
→ 0.3, -92, 5, 3, -112, -17, -1, -42, -9, 6, .
> Cc1ccc(-n2cccc2/C=N/n2cnnc2)cc1Cl
→ -2.8, 14, -15, -5, 15, -3, -20, -10, 12, -2, 0
> CCc1ccc(C(O)c2ncc(-c3ccccc3C(F)(F)F)[nH]2)cc1 (configuration not stated)
→ 0.0, 15, -20, 13, -5, ., 6, 7, -2, ., .
> O=C(CNC(=O)c1ccccc1F)NCCOc1cccc(Cl)c1Cl
→ -0.6, -2, -3, -10, 12, 3, 31, -1, 4, 1, -1
> Cc1ccc(NC(=O)CSc2nccn2Cc2ccccc2)cc1C
→ -5.5, -230, -7, -31, -208, -22, -44, -1, -16, -15, 3
> Nc1nnc(CCS(=O)(=O)c2ccc(Cl)cc2)s1
→ -2.7, 6, -31, -4, 5, -8, 7, -6, 18, 7, 1
